V1R ag counter: agonists of human V1a receptor, primary screen, counter-screen for OXTR agonist project, fluorescence, CHO-V1R cells | Fluo-8 calcium fluorescence, agonist mode; 0% DMSO, 100% 3 nM vasopressin | 0.25% of 320,000 active | activation, % at 3 µM;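 active = activation above the mean activation of all tested compounds plus 3 SD, per screening run, cut at about 20% in these data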;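 note: signal is peak over basal fluorescence ratio across a 100 second FLIPR read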
Target sequence (P37288 whole entry, looked up): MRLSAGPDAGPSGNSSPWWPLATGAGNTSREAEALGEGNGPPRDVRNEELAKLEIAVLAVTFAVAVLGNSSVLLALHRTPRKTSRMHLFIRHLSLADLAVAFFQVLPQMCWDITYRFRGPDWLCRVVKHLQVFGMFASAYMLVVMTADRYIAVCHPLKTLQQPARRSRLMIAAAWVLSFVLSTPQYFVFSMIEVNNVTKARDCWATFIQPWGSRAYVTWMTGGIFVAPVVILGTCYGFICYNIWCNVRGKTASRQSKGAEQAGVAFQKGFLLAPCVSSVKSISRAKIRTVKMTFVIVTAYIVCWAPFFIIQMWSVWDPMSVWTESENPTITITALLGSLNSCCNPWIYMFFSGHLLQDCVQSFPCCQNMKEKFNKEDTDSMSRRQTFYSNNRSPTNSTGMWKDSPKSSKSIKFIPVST
TAAR1 ag: human TAAR1 agonists, primary screen, Fluo-8 calcium fluorescence, CHO RD-HGA16 cells; AID 624467, 2012; vehicle wells 0%, saturating PEA agonist 100%; activation, % at 3 µM; Trace amine-associated receptor 1 (Homo sapiens), Q96RJ0; 0.99% of 360,000 active;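 active = activation above the mean activation of all test compounds in the run plus 3 SD, cut at about 38% in these data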
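Assay system: CHO-derived RD-HGA16 cells with stable Gα16 and human TAAR1; timing: 17-24 h seeding, 75 min 37 °C dye, 30 min RT; read-out: % activation from peak over basal fluorescence ratio, DMSO-to-PEA scaled; measured by: kinetic Fluo-8 calcium fluorescence; benchmarks: low control DMSO, high control PEA (EC100); doses: 3 µM single concentration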
CHO-K1 Ca PAM: nonselective calcium activators in parental CHO-K1 cells, primary screen, counter-screen for M1 PAM project, cell-based, Fluo-8 calcium fluorescence, full deck, 1536-well. ATP EC20; 0% at ATP EC20, 100% at ATP max. activation, % at 3 µM. 0.02% of 360,000 active. AID 602247, 2012;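 active = activation above the run cutoff, the mean activation of all test compounds plus 3 SD, cut at about 40% in these data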;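 note: peak over basal fluorescence ratio in a 140 s read after ATP addition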
CHO-K1 Ca antag: nonselective inhibitor or artifact in parental CHO-K1 cells; ATP-induced calcium, Fluo-8 fluorescence; inhibition, % at 3 µM; 0.6% of 360,000 active;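 active = inhibition above a per-plate cutoff, the plate's mean sample inhibition plus 3 SD, cut at about 24% in these data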;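 note: 0% = DMSO plus EC80 ATP and 100% = DMSO alone without ATP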
CHO parental Ca: ATP-evoked calcium signal inhibitors, parental CHO, primary screen, counter-screen for OX1R antagonist project, cell-based, fluorescence, Fluo-8 calcium dye; inhibition, % at 5.6 µM; parental CHO-K1, ATP-induced calcium, Fluo-8 fluorescence; 0.63% of 330,000 active;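 active = inhibition above that plate's mean sample inhibition plus 3 SD, cut at about 26% in these data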;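 note: 0% = ATP-challenged DMSO wells and 100% = DMSO wells without ATP; some compounds past the cut are filed as inactive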
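material = parental CHO cells | also added = ATP as calcium-mobilizing challenge | dosing = single point at 5.6 µM | detection = intracellular calcium via Fluo-8 no-wash fluorescent dye | read-out = % inhibition | benchmarks = low control ATP plus DMSO, high control DMSO only | repeats = one well per compound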
OXTR potentiator: human OXTR potentiators, primary screen, fluorescence, CHO-OTR cells, Fluo-8 calcium. AID 2445, 2010. Fluo-8 calcium fluorescence, potentiator mode; 0% = oxytocin EC15, 100% = EC100. 0.061% of 320,000 active. activation, % at 3 µM. Oxytocin receptor (Homo sapiens), P30559;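 active = activation above that plate's cutoff, the mean activation of tested compounds plus 3 SD, cut at about 6.6% in these data, passing the limit was not always enough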;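 note: 100% uses oxytocin at 75 nM as the full agonist control; some results filed as inactive read as strong as hits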
Target sequence (P30559 whole entry, looked up): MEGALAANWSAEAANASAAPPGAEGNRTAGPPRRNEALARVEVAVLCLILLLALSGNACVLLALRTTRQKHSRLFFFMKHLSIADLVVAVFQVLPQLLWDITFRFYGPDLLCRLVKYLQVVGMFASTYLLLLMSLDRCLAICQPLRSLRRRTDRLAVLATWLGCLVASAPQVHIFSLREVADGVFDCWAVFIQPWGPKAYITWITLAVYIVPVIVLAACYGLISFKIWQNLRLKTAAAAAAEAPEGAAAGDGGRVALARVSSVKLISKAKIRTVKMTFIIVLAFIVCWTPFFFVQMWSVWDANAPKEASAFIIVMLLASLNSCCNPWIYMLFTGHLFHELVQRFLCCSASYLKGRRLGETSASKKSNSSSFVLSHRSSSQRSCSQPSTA
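Material: human OTR in CHO cells. Compound: 3.0 µM, one dose. Timing: compound 6 min at room temperature before oxytocin, 100 s read. Evaluation: % activation of max/min ratio relative to oxytocin controls. Replication: single well per compound, singlicate. Signal: Fluo-8 calcium dye fluorescence.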
TAAR1 antag: human TAAR1 antagonists, primary screen, Fluo-8 calcium fluorescence, CHO RD-HGA16 cells. Trace amine-associated receptor 1 (Homo sapiens), Q96RJ0. antagonist. inhibition, % at 3 µM. 1.5% of 360,000 active. AID 624466, 2012;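 active = inhibition above a per-plate cutoff, the mean inhibition of test compounds on that plate plus 3 SD, cut at about 49% in these data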;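 note: 0% = DMSO plus EC80 beta-PEA response and 100% = DMSO alone without agonist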
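Test system: RD-HGA16 CHO cells with stable hTAAR1 and Gα16 / Probe or stimulus: EC80 β-phenethylamine stimulus / Times: seeding 17-24 h prior, 75-min 37 °C, 30-min RT dye loading / Detection: Fluo-8 calcium-sensitive fluorescence / Read-out basis: % inhibition scaled between DMSO and EC80 PEA controls / Repeats: singlicate, one well per test compound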
M1 ag parental: counter-screen for M1 agonists: effect in parental CHO-K1 cells | activation, % at 3 µM | AID 602248, 2012 | 0.48% of 360,000 active | Fluo-8 calcium fluorescence; scaled to maximal ATP response, vehicle zero; in the data active = activation above about 15%;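 note: untransfected CHO-K1 host cells lacking M1 receptor as counterscreen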
M1 ag: human M1 muscarinic receptor agonists, primary screen, Fluo-8 calcium fluorescence, CHO-K1 cells, HTS | Muscarinic acetylcholine receptor M1 (Homo sapiens), P11229 | CHO-K1 hM1, agonist mode; 0% DMSO, 100% acetylcholine EC100 | activation, % at 3 µM | 0.33% of 360,000 active | AID 588814, 2011;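 active = activation above the run's mean compound activation plus 3 SD, cut at about 16% in these data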;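 note: peak over basal fluorescence ratio within a 140 s kinetic read after compound addition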
The depositor's hits bear a star; / = not tested or not shown. Not a hit list; overall some 3.3% were active at least once.

1) Cc1noc(NS(=O)(=O)c2ccc(NC(=O)CSc3n[nH]c(-c4ccccc4)n3)cc2)c1C
2) CCCN(CC1CC1)c1cc2c(c3c1ccn3C)C1CCC2O1 (configuration not stated)
3) O=C(NC1CCCC1)C(c1ccccc1F)N(C(=O)c1csnn1)C1CC1 (configuration not stated)
4) Cc1ccc(C)c(OC(=O)c2cccnc2Cl)c1C
5) COc1cccc(C(=O)Oc2ccc(/C=N/NC(=O)c3ccncc3)cc2OC)c1
6) COc1ccc(C(c2nnnn2C2CCCC2)N2CCC(C)CC2)c(OC)c1 (configuration not stated)
7) CCN(C(=O)CSc1nnc(C)n1Cc1ccccc1)C1CCS(=O)(=O)C1 (configuration not stated)
8) COc1ccccc1NC(=O)C(C)OC(=O)CC1CCCCC1 (configuration not stated)
9) S=C(NCC1CCCO1)Nc1ccc(Cl)c(Cl)c1 (configuration not stated)
10) CC(=O)Nc1ccc(N2C(=O)CCC2=O)cc1C
compound no. | 1 | 2 | 3 | 4 | 5 | 6 | 7 | 8 | 9 | 10
OXTR potentiator | -5 | / | -4 | 2 | -17 | 0 | -8 | -8 | -15 | 2
V1R ag counter | 0.3 | / | -0.4 | -1.5 | 15 | -1.6 | 0.8 | -0.9 | 6.0 | 0.2
CHO-K1 Ca antag | -8 | 17 | -5 | 7 | -8 | -1 | 2 | -11 | 5 | 12
CHO-K1 Ca PAM | 20 | 3 | 13 | -17 | 3 | 13 | 7 | 6 | -7 | -4
M1 ag | -4 | -10 | -2 | -6 | 0 | -5 | -11 | -6 | 0 | 0
M1 ag parental | 0.8 | -0.4 | 0.5 | -1.2 | 8.5 | -0.4 | -0.1 | -0.6 | 5.5 | -0.1
CHO parental Ca | 1 | / | -12 | -15 | -3 | -15 | -17 | -21 | 0 | -14
TAAR1 antag | -7 | -7 | 0 | 3 | 19 | -9 | 3 | -4 | 26 | -10
TAAR1 ag | 2 | 5 | -3 | 8 | 16 | 8 | 7 | 17 | 8 | 2

11) C=C1C(C(=O)N2CCN(C)CC2)C1C(=O)N1CCN(C)CC1 (configuration not stated)
12) CC1(C(=O)NS(=O)(=O)Cc2cccc(Cl)c2)CCN1C(=O)C1(c2ccc(Cl)cc2)CCC1 (configuration not stated)
13) CCCCCn1c(CN2CCN(c3cccc(Cl)c3)CC2)nc2c1c(=O)n(C)c(=O)n2C
14) COc1ccc(-c2nn(-c3ccccc3)cc2C(=O)N(C)CC(=O)Nc2ccc(N3CCOCC3)cc2)cc1
15) CC1CN(C(=O)C2CCCCC2)C(C)CN1C(=O)C1CCCCC1 (configuration not stated)
16) CCOc1ccc(N2CC(C(=O)Nc3ccccc3N3CCCC3)CC2=O)cc1 (configuration not stated)
17) C/C(=N\NC(=O)CCC(=O)Nc1ccc(C)c(C)c1)C1CC1
18) C=CCC1NS(=O)(=O)OCC1C(C)C (configuration not stated)
19) CCCCn1c(SCC(=O)N2CCN(c3ccccc3)CC2)nc2ccsc2c1=O
20) Cc1ccccc1Cn1ccc(-c2ccc(Cl)cc2)c(C#N)c1=O
compound no. | 11 | 12 | 13 | 14 | 15 | 16 | 17 | 18 | 19 | 20
OXTR potentiator | -4 | / | -3 | -5 | -6 | -1 | / | -6 | -4 | -3
V1R ag counter | 0.1 | / | -0.1 | 0.5 | 1.6 | 1.0 | / | -0.2 | -1.6 | -0.9
CHO-K1 Ca antag | -9 | -3 | -32 | -4 | -5 | 1 | 0 | -10 | -10 | 1
CHO-K1 Ca PAM | 4 | 7 | 21 | 14 | 14 | -14 | 0 | -13 | -13 | 7
M1 ag | -4 | 1 | -1 | -4 | -2 | -3 | -3 | -3 | -8 | -6
M1 ag parental | 0.6 | 0.5 | 0.6 | 3.8 | 0.5 | 1.9 | -0.4 | -0.2 | -0.6 | 0.3
CHO parental Ca | 1 | / | -17 | -23 | -9 | -17 | / | -5 | -9 | -3
TAAR1 antag | -19 | 17 | -5 | -11 | 11 | -3 | -5 | -4 | / | -5
TAAR1 ag | 18 | 2 | 14 | 4 | 4 | 1 | 0 | 14 | / | 0

Along the list, from the results shown:
Nos. 9–13 in M1 ag parental: 5.5, -0.1, 0.6, 0.5, 0.6
Nos. 9–13 in M1 ag: 0, 0, -4, 1, -1

The results go on:
21) CCCCn1c(C23CC4CC(CC(C4)C2)C3)n[nH]c1=S
22) CCCCNc1ccc(S(=O)(=O)c2cccc([N+](=O)[O-])c2)cc1[N+](=O)[O-]
23) COc1ccccc1C(=O)NC(=O)Nc1c(C)cc(C)cc1C
24) O=C(NCC1CCCO1)c1cc2nc(-c3ccco3)cc(C(F)(F)Cl)n2n1 (configuration not stated)
25) CCCCNc1c(-c2ccc(SC(C)CC)c(OC)c2)nc2ccc(C)cn12 (configuration not stated)
26) COc1ccc(N2CC(NS(=O)(=O)c3cccs3)CC2=O)cc1 (configuration not stated)
27) COc1ccccc1N1CCN(C(=O)/C=C/c2cccs2)CC1
28) COc1ccc(S(=O)(=O)N2CCOCC2)cc1NC(=O)CSc1ccc(F)cc1
29) COc1ccc(C(=O)OCC(=O)N2C(C)CCCC2C)cc1[N+](=O)[O-] (configuration not stated)
30) CCOc1ccc(OCCC(=O)OCC(=O)NCc2ccccc2)cc1
compound no. | 21 | 22 | 23 | 24 | 25 | 26 | 27 | 28 | 29 | 30
OXTR potentiator | -3 | -9 | -4 | -6 | -11 | -2 | -6 | -9 | -6 | 1
V1R ag counter | 0.2 | 1.0 | -2.0 | -0.1 | 0.4 | -0.4 | -0.5 | 0.8 | -0.1 | 0.7
CHO-K1 Ca antag | -2 | -12 | 5 | -9 | 9 | -6 | -3 | -2 | -16 | -4
CHO-K1 Ca PAM | 4 | 23 | -9 | 2 | 0 | 9 | 2 | -15 | -8 | -1
M1 ag | -8 | -4 | -6 | -1 | -7 | -2 | -7 | -2 | -6 | -1
M1 ag parental | -0.1 | 1.7 | -1.7 | 1.0 | 2.2 | 1.4 | 0.5 | 1.0 | 3.7 | 0.8
CHO parental Ca | -12 | -27 | -10 | -2 | 44* | -8 | -5 | -11 | -12 | -1
TAAR1 antag | -5 | -11 | -23 | -32 | 87* | -19 | -17 | 4 | -20 | -22
TAAR1 ag | 7 | 1 | 1 | 1 | 9 | 1 | 0 | 3 | 2 | 0

The list goes on; it opens with the 2 that closed the last part.
29) COc1ccc(C(=O)OCC(=O)N2C(C)CCCC2C)cc1[N+](=O)[O-] (configuration not stated)
30) CCOc1ccc(OCCC(=O)OCC(=O)NCc2ccccc2)cc1
31) CSCCCN1CCCC(CO)(Cc2ccc(F)cc2)C1 (configuration not stated)
32) CN(c1ccccc1)S(=O)(=O)c1cccc(NC(=O)CN2CCCc3ccccc32)c1
33) O=C(O)CC/C(=N/Nc1ncc(C(F)(F)F)cc1Cl)C(=O)O
34) COc1cc(-c2noc(CCCC(=O)Nc3cccnc3)n2)cc(OC)c1OC
35) COc1ccc2[nH]c3c(=O)n(CCCCCC(=O)NCCC(C)C)c(=S)[nH]c3c2c1
36) Fc1cc(F)c2nc(N3CCCC3)sc2c1
37) Cc1ccccc1N1CC(C(=O)Nc2ccc3c(c2)OCO3)CC1=O (configuration not stated)
38) CCc1ccc(NC2=CC(=O)C(=O)c3ccccc32)cc1
39) COc1ccc(CCn2c3c(c(=O)[nH]c2=O)C(NC(=O)c2cccs2)(C(F)(F)F)C(=O)N3)cc1OC (configuration not stated)
40) N/C(=N\OC(=O)c1cc(Br)ccc1Cl)c1ccccn1
compound no. | 29 | 30 | 31 | 32 | 33 | 34 | 35 | 36 | 37 | 38 | 39 | 40
OXTR potentiator | -6 | 1 | 9 | -7 | -6 | -3 | -7 | -7 | -2 | / | -6 | -4
V1R ag counter | -0.1 | 0.7 | 0.0 | 0.4 | 2.2 | -0.8 | 0.7 | -0.3 | 0.3 | / | 1.6 | -0.2
CHO-K1 Ca antag | -16 | -4 | 22 | 8 | 0 | -16 | -14 | -9 | 0 | 2 | -3 | -6
CHO-K1 Ca PAM | -8 | -1 | -12 | 10 | 13 | 30 | 23 | 12 | 2 | 6 | 18 | 12
M1 ag | -6 | -1 | -5 | -3 | -8 | -6 | 7 | -6 | -4 | -6 | -2 | -7
M1 ag parental | 3.7 | 0.8 | 0.0 | 15* | 3.6 | 2.1 | 0.7 | 4.4 | 0.6 | 1.0 | 0.4 | 0.2
CHO parental Ca | -12 | -1 | -20 | 33* | -5 | -16 | -22 | -9 | -9 | / | -1 | -20
TAAR1 antag | -20 | -22 | -20 | -1 | -8 | -6 | -8 | -18 | 2 | -11 | -1 | 4
TAAR1 ag | 2 | 0 | 3 | 0 | 1 | 0 | 0 | 4 | -1 | 5 | 2 | 17

41) O=C(NCCc1c[nH]c2ccccc12)c1ccc(S(=O)(=O)NCc2ccco2)cc1
42) Cc1ccc2c(C)nc(Nc3nc(CSc4nnc(C)s4)cc(=O)[nH]3)nc2c1
43) Cc1cc(S(=O)(=O)NC2CCCC2)ccc1F
44) CC(=O)c1c(C)[nH]c(C(=O)Nc2cccnc2)c1C
45) COc1cc(NC(=O)c2cc(S(=O)(=O)N3CCCCC3)c[nH]2)cc(OC)c1
46) CCN(C(=O)COC(=O)c1ccc(S(=O)(=O)N2CCCc3ccccc32)cc1)C1CCS(=O)(=O)C1 (configuration not stated)
compound no. | 41 | 42 | 43 | 44 | 45 | 46
OXTR potentiator | -18 | 4 | -9 | -3 | -2 | -6
V1R ag counter | 3.7 | -0.1 | -1.1 | -0.3 | 0.5 | 0.9
CHO-K1 Ca antag | -7 | -8 | -1 | 3 | -1 | -8
CHO-K1 Ca PAM | 15 | 12 | 5 | 11 | 18 | 12
M1 ag | -3 | -7 | -4 | -3 | 1 | -14
M1 ag parental | 1.7 | 0.2 | -0.3 | 0.7 | 2.0 | 0.4
CHO parental Ca | -12 | -9 | -7 | -3 | -1 | -20
TAAR1 antag | 0 | -14 | 7 | -7 | -7 | 25
TAAR1 ag | 14 | 5 | -1 | 2 | 1 | 1

Source: PubChem
